IMP-1 inhibitor – blocks Pseudomonas aeruginosa IMP-1 metallo-beta-lactamase. purified IMP-1, nitrocefin hydrolysis, epi-absorbance fluorescence. inhibition, % at 5.6 µM. actives 0.45% (n = 290,000). AID 1556;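 active = inhibition above the mean plus 3 SD of all compounds in the same screening run, cut at about 4.5% in these data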;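 note: 0% = IMP-1 with DMSO and 100% = DMSO wells lacking enzyme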
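System: purified IMP-1 / Input: IMP-1 dispensed at 0.2 nM / Medium: 50 mM HEPES pH 7.1, 50 µM ZnSO4, 0.05% Brij 35 / Timing: 15 min enzyme–compound preincubation, then 25 min nitrocefin reaction, 25 °C / Technique: plate fluorescence quenching by hydrolysis product, ex 480/em 530 nm / Repeats: singlicate testing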
PfM18AAP inh – PfM18AAP enzyme inhibition. recombinant PfM18AAP, H-Glu-NHMec fluorogenic cleavage. inhibition, % at 7.35 µM. actives 1.2% (n = 290,000);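 active = inhibition above the campaign mean inhibition over all tested compounds plus 3 SD, cut at about 28% in these data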;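 note: 0% = plate median of test compound wells and 100% = 2 mM ZnCl2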
NS3 helicase inh – blocks Hepatitis C virus NS3 helicase unwinding. NS3 helicase DNA unwinding, Cy5 molecular beacon fluorescence. inhibition, % at 10.9 µM. actives 0.56% (n = 290,000). AID 1800;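 active = inhibition above the mean of all tested compounds plus 3 SD, set per campaign, cut at about 35% in these data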;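 note: 0% = DMSO wells and 100% = thioflavine S control wells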
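Measured by: Cy5 fluorescence, 0 and 60 min reads / Assay system: NS3 helicase fragment of HCV / Control set: low DMSO, high thioflavine S at 110 µM / Times: 1 h reaction at 25 °C, ATP-initiated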
DNA FID counter – displaces DNA intercalator in HCV helicase counter-screen; actives 0.17% (n = 290,000); inhibition, % at 7.9 µM; DNA fluorescent intercalator displacement, fluorescence; in the data active = inhibition above about 37%;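 note: 0% = vehicle and 100% = reference compound; higher means more ethidium bromide displaced from hairpin DNA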
UBC9 SUMO inh – SUMOylation inhibition; P63279; HTRF SUMOylation assay, SAE1/SAE2 + UBC9, in vitro; inhibition, % at 35 µM; actives 0.36% (n = 290,000); in the data active = inhibition above about 50%, passing the limit was not always enough; note: strong numbers were not always called active
Target sequence (P63279 whole entry, looked up): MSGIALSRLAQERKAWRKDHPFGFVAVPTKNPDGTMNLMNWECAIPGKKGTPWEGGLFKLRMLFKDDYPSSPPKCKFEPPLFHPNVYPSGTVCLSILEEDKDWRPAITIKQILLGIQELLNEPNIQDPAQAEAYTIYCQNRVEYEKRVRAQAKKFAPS
MEKK2 mut-MEK5 – signal of MEK5 binding to mutant human MEKK2 PB1 domain; bead flow cytometry, Alexa488-MEK5 binding to MEKK2 mutant; percent response, % at 10 µM; actives 0.35% (n = 290,000); AID 1530; in the data active = percent response above about 24%, passing the limit was not always enough; note: inactives centre near 1; some results filed as inactive read as strong as hits
VIM-2 inh – blocks Pseudomonas aeruginosa VIM-2 metallo-beta-lactamase; inhibition, % at 5.6 µM; actives 0.89% (n = 290,000); purified VIM-2, nitrocefin hydrolysis, epi-absorbance fluorescence; AID 1527;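 active = inhibition above the mean of all tested compounds plus 3 SD, cutoff set per screening run, cut at about 7.5% in these data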;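 note: red hydrolysis product quenches plate fluorescence so inhibitors raise well fluorescence; 0% = enzyme with DMSO and 100% = DMSO without enzyme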
NALP1 inh – NALP1 inhibition. inhibition, % at 10 µM. S. cerevisiae NALP1/ASC/caspase-1 growth, X-gal OD620, 72 h. actives 0.61% (n = 280,000). AID 2071; in the data active = inhibition mostly above about 24%, no sharp cut-off; inactive = mostly below about 32%; note: some compounds called inactive have numbers as strong as hits
MEKK2wt PB1 HTS – raises or lowers MEK5 binding to wildtype human MEKK2 PB1 domain | Q9Y2U5 | bead flow cytometry, Alexa488-MEK5 binding to MEKK2 WT; actives lie on both sides | binding response (% of control), % at 10 µM | actives 1.1% (n = 290,000) | AID 1531; in the data active = binding response below about 67% or above about 130%
* = called active by the depositor; . = not tested or not shown; & = joins results of further samples.

SMILES	IMP-1 inhibitor	PfM18AAP inh	NS3 helicase inh	DNA FID counter	UBC9 SUMO inh	MEKK2 mut-MEK5	VIM-2 inh	NALP1 inh	MEKK2wt PB1 HTS
COc1ccc(C(O)P(=O)(OCc2ccccc2)c2ccc(N(C)C)cc2)cc1 (stereo not drawn)	-3.8	2	-1	-20	22	25	-1.7	19	99
COC(=O)c1sccc1NC(=O)c1ccc(C(C)C)cc1	-2.6	-6	7	-12	1	8	-3.0	23	104
Cc1oc(-c2cccs2)nc1CN1CCN(CCC(C)C)C(CCO)C1 (stereo not drawn)	-0.5	-3	14	6	6	-8	-3.1	9	92
COc1cc(CN2CCc3c([nH]c4ccccc34)C2)cc(OC)c1	0.5	16	-20	10	12	4	-0.4	17	114
N#CCCn1c(SCC(=O)N2CCN(S(=O)(=O)c3ccccc3)CC2)nc2ccccc21	-4.1	0	2	-23	0	8	-2.2	16	105
CCCCn1c(=O)[nH]c(=O)c2c1nc(-c1ccc(OCCC)c(OCC)c1)n2C	-2.1	-6	7	-1	24	-2	-0.7	.	101
Cc1cc2ccccc2n1CCNC(=O)Cc1cccc2ccccc12	-1.2	2	-19	-17	8	1	-0.8	22	100
CC1(C)Cc2nc3sc(C(=O)NCCCO)c(N)c3cc2CO1	-2.8	21	-8	-12	19	-9	-1.9	-61	95
Cc1cccc[n+]1C1C(c2ccc([N+](=O)[O-])cc2)C(C#N)=C(C(=C=[N-])C#N)NC1(O)C1CC1 (stereo not drawn)	-1.4	4	1	0	8	-15	0.1	-2	61
O=C(NC(=S)N(Cc1ccccc1)c1ccccn1)C1CCCCC1	-1.6	1	-18	0	11	17	-0.3	-4	121
CC1CCCN(CCCNC(=O)c2ccc(NC(=O)C3=CSCCO3)cc2)C1 (stereo not drawn)	-1.4	-8	3	3	15	4	-1.2	10	111
O=C(O)c1cccc(COCC(F)(F)C(F)F)c1	-3.7	0	4	1	4	3	-2.4	9	101
COCC1CCCCN1Cc1cn[nH]c1-c1ccc2cc(OC)ccc2c1 (stereo not drawn)	-2.7	-1	-9	15	15	-4	-1.9	3	100
COCCCNC(=S)N1CCN(c2ccccc2)CC1	-1.0	6	-2	-9	1	-8	-0.7	-11	95
COCCNC(=O)C(c1ccc(F)cc1)N(Cc1ccccc1)C(=O)CCC(=O)Nc1nccs1 (stereo not drawn)	-2.8	2	0	-40	2	-3	-1.3	4	96
COc1ccc2oc(=O)c(C(=O)N3CCN(c4ccccc4)CC3)cc2c1	-1.2	-9	-6	-7	4	-54	-1.5	5	68
O=C1c2ccccc2S(=O)(=O)N1CC1CC(c2ccccc2)=NO1 (stereo not drawn)	-4.0	-10	2	-5	-15	5	3.1	2	102
Cc1ccc(NC(=O)CN2C(=O)CSC2=O)cc1	-1.8	-14	3	-1	-11	12	-0.5	4	113
NC(=O)c1sc2nc(-c3cccnc3)ccc2c1N	-3.7	21	10	-16	31	3	1.4	.	101
CC(C)CCNC(=O)CN(C(=O)Cn1nnc(-c2ccccc2F)n1)c1cccc2c1CCCC2	-2.1	-15	-3	-4	-17	-8	-0.1	-3	91
Cc1ccc(/C=C2\S/C(=N/S(=O)(=O)c3cccs3)NC2=O)cc1	-3.8	3	34	12	25	-2	-4.4	-2	98
COc1ccc(-c2nnc3n(CCc4ccccc4)c(=O)c4ccccc4n23)cc1OC	-1.2	-3	-2	-10	-2	4	-0.7	17	96
Cc1cccc(NC(=O)c2ccco2)c1C(=O)O	0.0	-6	-1	2	21	-13	-0.6	14	93
COC(=O)c1ccsc1NC(=O)CSc1nnnn1-c1ccccc1SC	-2.8	2	-1	-5	11	-3	-1.0	26	97
CC(=O)Nc1ccc(S(=O)(=O)NNC(=O)c2cccc([N+](=O)[O-])c2)cc1	-2.7	15	-2	1	2	4	-1.8	-5	100
CC(C)(C)C(=O)NC(=S)NNC(=O)c1ccc(-c2ccccc2)cc1	-1.8	-6	26	-25	-77	-16	-2.9	6	76
CCCCCCC(=O)Nc1nc(C)c(-c2csc(Nc3cc(OC)ccc3OC)n2)s1	10*	4	2	0	-18	1	-2.4	-5	113
COc1ccc(-n2c(SCC(=O)C(C)(C)C)nc3ccsc3c2=O)cc1	1.8	-3	5	-8	-10	-11	-0.2	14	77
Nc1c(Cl)ncnc1NCCO	0.6&-2.4	-2&-2	0&0	-1&1	7&16	-4&-3	-2.4&-4.4	1	96&96
C/C(=N\NC(=O)c1c(Cl)c(C)nn1C)c1cccc(NC(=O)C2CCCC2)c1	-1.9	3	-5	-47	19	9	-0.1	12	116
O=C1CC(c2ccco2)Cc2c1cnn2-c1nc2ccccc2s1 (stereo not drawn)	-2.9	1	18	3	8	6	-3.0	7	106
Cc1ccc(CSc2ncnc3c2cnn3-c2ccc(C)cc2)cc1	-4.9	-13	12	-4	16	11	-1.7	22	114
CCn1c(SCC(=O)Nc2ccc(OC)c(OC)c2)nc2c(c1=O)SCC2	0.6	-2	2	-18	12	1	1.1	12	103
O=S(=O)(NCc1ccccc1)c1cnc[nH]1	-2.6	10	7	-2	22	5	-0.4	3	109
Oc1ccccc1C1=NOC(O)(C(F)F)C1 (stereo not drawn)	-3.0	-4	5	-6	6	1	-2.5	2	98
O=C(CCc1ccccc1)N=C1SC2CS(=O)(=O)CC2N1c1cccc(F)c1 (stereo not drawn)	-4.8	3	-2	-32	11	9	-2.2	-1	100
CC1Cc2cccc3c(O)c(C(=O)c4nn[nH]n4)c(=O)n1c23 (stereo not drawn)	-2.2	27	-7	5	1	-4	-1.8	34	99
O=[N+]([O-])c1ccc(-n2cnc3ccccc32)c([N+](=O)[O-])c1	-2.1	4	-5	5	18	6	-1.9	12	105
Cn1c(=O)[nH]c(=O)c2c1nc1n2CCN1Cc1ccccc1	-2.4	1	-1	-1	-17	8	0.5	-8	113
Cc1cc(NC(=O)c2ccccc2)no1	-0.7	-10	-10	-1	17	1	0.2	18	108

Looked up above:
IMP-1 inhibitor, O=[N+]([O-])c1ccc(-n2cnc3ccccc32)c([N+](=O)[O-])c1 is entered as -2.1
NS3 helicase inh, CC1Cc2cccc3c(O)c(C(=O)c4nn[nH]n4)c(=O)n1c23 (stereo not drawn) is entered as -7
MEKK2 mut-MEK5, Oc1ccccc1C1=NOC(O)(C(F)F)C1 (stereo not drawn) is entered as 1
PfM18AAP inh, Cc1cc(NC(=O)c2ccccc2)no1 is entered as -10
MEKK2 mut-MEK5, O=C1CC(c2ccco2)Cc2c1cnn2-c1nc2ccccc2s1 (stereo not drawn) is entered as 6
PfM18AAP inh, Cn1c(=O)[nH]c(=O)c2c1nc1n2CCN1Cc1ccccc1 is entered as 1

(continued)
SMILES	IMP-1 inhibitor	PfM18AAP inh	NS3 helicase inh	DNA FID counter	UBC9 SUMO inh	MEKK2 mut-MEK5	VIM-2 inh	NALP1 inh	MEKK2wt PB1 HTS
O=C(COc1ccc2c(c1)OCO2)Nc1cccc(F)c1	-3.4	-4	3	-5	-2	-2	-4.2	21	99
Cc1[nH]n2c(=O)c3c(nc2c1-c1ccc(Cl)cc1)CCC3	-3.4	-10	-3	-2	5	-6	-0.8	1	94
N#Cc1c[nH]n2c(=O)cc(Cc3ccccc3)nc12	-3.4	2	1	-4	9	-2	-3.5	.	91
CCC1CCCCN1C(=O)CSc1nc2c(c(=O)n1C)SC(C)C2 (stereo not drawn)	-0.9	1	-3	-40	14	0	-0.6	-1	101
CCCCn1cc(S(=O)(=O)c2ccccc2)c(=O)c2cc(C)ccc21	-1.7	1	-7	-19	-4	-8	1.0	14	96
O=S(=O)(NCC(c1cccnc1)N1CCN(c2ccccc2)CC1)c1cccs1 (stereo not drawn)	-2.3	-11	2	-6	9	14	-2.1	19	108
COc1nc(N)nc2nc[nH]c12	-3.9	8	2	0	2	7	-2.1	-6	108
CC1CC(OCC(O)CN2CCCCC2C)CC(C)(C)C1 (stereo not drawn)	-0.6	-11	-8	5	20	5	-1.2	7	111
O=C(O)C1CCCCC1C(=O)NCc1ccccn1 (stereo not drawn)	-2.3	0	1	-5	-5	1	-1.1	6	102
CCC(Oc1ccccc1)C(=O)NC1C(=O)N2C1SC(C)(C)C2C(=O)O (stereo not drawn)	-3.7	2	27	-32	4	2	-0.8	4	102
CCc1ccc(C2(C)SC(NC(C)=O)=NN2C(C)=O)cc1 (stereo not drawn)	-0.9	7	0	-3	0	0	-1.6	14	97
O=S(=O)(O)c1nc2ccccc2[nH]1	-3.6	2	0	2	6	0	-0.5	-2	99
CCOCc1nnc(NC(=O)C2CC(=O)N(C3CCCC3)C2)s1 (stereo not drawn)	-5.2	6	5	-14	2	3	-1.4	8	101
CCCCNC(=O)N(c1c(N)n(Cc2ccccc2)c(=O)[nH]c1=O)C1CCCC1	-2.6	-6	-8	6	11	-13	-2.6	12	85
Clc1ccc(-c2nnc(SCc3nc4ccccc4[nH]3)o2)c(Cl)c1	-0.1	-1	-3	-5	19	10	-2.1	2	109
COc1cc(C)ccc1N(CCCN1C(=O)c2cccc3cccc(c23)C1=O)C(=O)c1cccs1	-3.0	-2	2	1	-9	3	1.8	21	99
Cc1cc2c3c(c1)C1(C(=O)N3C(C)(C)CC2C)C(C#N)=C(N)OC2=C1C(=O)CC(C)(C)C2 (stereo not drawn)	-2.0	-3	-6	-18	4	6	-0.5	-7	102
CN(CCCC(=O)Nc1ccccc1F)S(=O)(=O)c1ccc(F)cc1	-2.1	1	1	-10	15	0	-2.9	1	102
O=C(O)CC1COc2ccccc2N1C(=O)c1ccccc1Cl (stereo not drawn)	-6.0	-3	2	-5	11	-3	-2.9	10	102
CCOc1ccccc1OCCn1nc2ccccc2n1	-3.4	-5	-2	-12	5	7	-0.9	7	106
COc1ccc(-c2nnc(-c3ccc(Br)o3)o2)cc1OC	2.0	5	-5	-17	17	-1	-1.3	23	103
Cc1[nH]n2c(=O)c3c(nc2c1-c1ccccc1)CCCC3	-1.0	-1	14	-5	26	1	1.4	14	105
COCCOC(=O)C1=C(C)NC(=O)NC1c1cn(-c2ccccc2)nc1-c1cccs1 (stereo not drawn)	-5.8	-12	-4	-25	-1	-10	-2.2	11	87
CCCCC#Cc1cncc(C(=O)NN)c1	-4.7	-5	5	-8	5	-4	-4.0	8	95
COc1cc(NS(=O)(=O)c2ccc(NC(=S)NC(=O)c3sc4cc(F)ccc4c3Cl)cc2)nc(OC)n1	-2.6	3	-1	-2	-14	0	0.4	23	107
CC1Cc2cc(/C=C3/SC(N4CCC(C(N)=O)CC4)=NC3=O)ccc2O1 (stereo not drawn)	-1.4	3	4	-19	18	3	-0.7	.	98
Cc1cccc(N2CCN(C(=O)Cn3cccc3)CC2)c1C	-2.0	1	11	-9	18	7	-3.5	-10	112
NC(=S)N/N=C/c1ccccc1	-5.4	14	5	-1	2	3	-2.0	16	101

Three entries already listed, sorted by the number in IMP-1 inhibitor, ascending:
SMILES	IMP-1 inhibitor	PfM18AAP inh	NS3 helicase inh	UBC9 SUMO inh	MEKK2 mut-MEK5	VIM-2 inh	NALP1 inh	MEKK2wt PB1 HTS
COCCOC(=O)C1=C(C)NC(=O)NC1c1cn(-c2ccccc2)nc1-c1cccs1 (stereo not drawn)	-5.8	-12	-4	-1	-10	-2.2	11	87
CC1Cc2cc(/C=C3/SC(N4CCC(C(N)=O)CC4)=NC3=O)ccc2O1 (stereo not drawn)	-1.4	3	4	18	3	-0.7	.	98
COc1ccc(-c2nnc(-c3ccc(Br)o3)o2)cc1OC	2.0	5	-5	17	-1	-1.3	23	103

Screening results: PubChem, several laboratories
